MIN6 prolif = MIN6 beta-cell proliferation induction; MIN6 cells proliferation, ATPlite luminescence, 48 h; cells starved in 0.2% serum; 100% = growth in 10% serum; hit rate 0.29% among 330,000; proliferation, % at 10 µM;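 active = compounds whose signal lies at least 3.5 SD above the mean of all wells on their plate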;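 note: 0% = DMSO-treated cells in low-serum medium and 100% = 10% serum control; some compounds called inactive have numbers as strong as hits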
MPTP inh = blocks calcium-induced mitochondrial swelling; hit rate 1.4% among 360,000; inhibition, % at 10 µM; isolated mouse mitochondria, Ca2+ swelling absorbance, 30 min; AID 602449;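 active = inhibition of 50% or more, scaled per plate between neutral and stimulator controls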;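 note: 0% = DMSO wells given calcium and 100% = 1 mM EGTA wells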
TIM10 inh = inhibits growth of TIM10 yeast strain; S. cerevisiae TIM10 strain growth, BacTiter-Glo luminescence, 24 h; inhibition, % at 10 µM; hit rate 1.4% among 330,000;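 active = inhibition of 40% or more at the single tested concentration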;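 note: wild-type TIM10 isogenic control strain grown at permissive 25 °C; 0% = DMSO yeast wells and 100% = minimal medium wells without yeast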
APJ antagonist = blocks the human apelin receptor APJ. P35414. CHO-K1 APJ beta-arrestin complementation, luminescence. inhibition, % at 20 µM. hit rate 0.32% among 330,000. AID 2521;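 active = inhibition above about 40% at 20 µM, limit read from the data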;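 note: cells challenged with 10 nM apelin-13 agonist together with compound; plate controls were apelin-13 plus DMSO wells for no effect and DMSO wells lacking apelin-13 for full effect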
Target sequence (P35414 whole entry, looked up): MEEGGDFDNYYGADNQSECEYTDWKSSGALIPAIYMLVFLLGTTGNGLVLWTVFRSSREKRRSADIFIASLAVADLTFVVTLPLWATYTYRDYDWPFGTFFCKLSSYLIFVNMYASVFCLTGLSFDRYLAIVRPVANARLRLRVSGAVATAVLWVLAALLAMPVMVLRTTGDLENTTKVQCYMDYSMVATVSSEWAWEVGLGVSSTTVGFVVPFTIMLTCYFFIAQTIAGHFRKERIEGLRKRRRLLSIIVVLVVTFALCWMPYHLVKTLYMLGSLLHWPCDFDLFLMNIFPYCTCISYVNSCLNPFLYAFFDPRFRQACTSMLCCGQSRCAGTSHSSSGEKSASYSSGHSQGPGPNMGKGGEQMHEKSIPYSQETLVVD
tim23-1 inh = growth inhibitors of tim23-1 mutant yeast. AID 463212. S. cerevisiae tim23-1 growth, BacTiter-Glo luminescence, 24 h. inhibition, % at 20 µM. hit rate 1.3% among 330,000;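 active = growth inhibition of the mutant yeast at or above 50%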;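 note: temperature-sensitive mutant grown at 25 °C; plate controls were DMSO-treated mutant yeast for no effect and medium wells lacking yeast for full effect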
tim10-1 inh = growth inhibitors of tim10-1 mutant yeast | S. cerevisiae tim10-1 ts strain growth, BacTiter-Glo, 24 h | inhibition, % at 20 µM | hit rate 2.2% among 330,000 | AID 463190;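 active = inhibition of at least 40%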;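 note: mutant grown at 25 °C; 0% = DMSO wells with yeast and 100% = wells holding no yeast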
APJ agonist = APJ receptor agonism; P35414; CHO-K1 APJ PathHunter beta-arrestin, luminescence; 0% DMSO wells, 100% apelin; activation, % at 20 µM; AID 2520; hit rate 0.11% among 330,000;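 active = activation more than six SD over the plate average, tested at 20 µM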;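 note: 0% = DMSO alone and 100% = apelin-13 at 10 nM; some results filed as inactive read as strong as hits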
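Material: engineered CHO-K1 APJ arrestin reporter cells; amount: 1000 CHO-K1 reporter cells seeded per well; incubation: compound stimulation 90 min at 25 °C, detection 60 min; signal: luminescent beta-gal fragment complementation, chemiluminescent substrate; read-out basis: APJ agonist activity; controls: DMSO-only wells as negative, 10 nM Apelin-13 as positive control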
NR3A LBD binder = modulates the human NR3A ligand-binding domain | NR3A LBD differential scanning fluorimetry, Tm shift; 0% = protein alone, 100% = glycine-bound protein | Tm shift relative to glycine control, % at 25 µM | hit rate 2.5% among 340,000;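 active = melting temperature shift of at least 10% of the positive control shift, at one fixed dose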
NALP3 yeast inh = inhibitors of NALP3 inflammasome in yeast; Yeast reconstituted NLRP3/ASC/caspase-1, beta-gal luminescence, 24 h; inhibition, % at 10 µM; hit rate 0.39% among 330,000;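 active = inhibition of 50% or more; inactive = inhibition below 50%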;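 note: plate controls were induced DMSO wells for no effect and uninduced yeast grown without galactose for full effect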
* marks the source's active call; other numbers are inactive results; . = no result given.

Start of the data: the first 2 records, ahead of the listing:
SMILES	MIN6 prolif	MPTP inh	TIM10 inh	APJ antagonist	tim23-1 inh	tim10-1 inh	APJ agonist	NR3A LBD binder	NALP3 yeast inh
CCCCCCCOc1ccc(C2(C)NC(=O)NC2=O)cc1 (stereo not given)	0	-0.2	14	-2	31	19	-2	-2	17
COc1ccccc1CCN1CCCC(CN(C)CC(C)(C)CO)C1 (stereo not given)	0	0.4	-11	1	-9	-2	0	3	24

All compounds of this part, from the first entry:
SMILES	MIN6 prolif	MPTP inh	TIM10 inh	APJ antagonist	tim23-1 inh	tim10-1 inh	APJ agonist	NR3A LBD binder	NALP3 yeast inh
CCCCCCCOc1ccc(C2(C)NC(=O)NC2=O)cc1 (stereo not given)	0	-0.2	14	-2	31	19	-2	-2	17
COc1ccccc1CCN1CCCC(CN(C)CC(C)(C)CO)C1 (stereo not given)	0	0.4	-11	1	-9	-2	0	3	24
COc1cc(/C=N/N2CCN(C3c4ccccc4-c4ccccc43)CC2)ccc1O	-1	8.0	16	-7	2	20	-7	0	-8
COc1ccc(C(=O)n2nc(C)cc2Nc2ccccc2)cc1	2	-6.0	-8	-3	1	13	-4	0	33
O=C(CCN1C(=O)/C(=C\c2ccccc2)SC1=S)Nc1ccc(C(=O)O)cc1	0	0.1	-5	13	20	5	0	6	11
O=C(CN1CCN(c2ccc(F)cc2)CC1)c1ccc(O)cc1O	-5	-0.2	-3	-31	10	12	-1	-2	12
Cc1ccccc1NS(=O)(=O)c1cc(C(=O)NCCSC2CCCCC2)ccc1C	-5	29	19	2	30	27	-2	-2	8
COc1ccccc1C(=O)NC(=O)CSc1cccc[n+]1[O-]	-1	0.1	-15	-9	2	2	-6	1	6
CCC1(c2ccc(F)cc2)NC(=O)N(CC(=O)NC2CCCCCC2)C1=O (stereo not given)	-3	-0.1	-1	-4	12	4	-2	1	2
O=c1c2c3c(sc2nc(NCCO)n1-c1ccccc1)CCCC3	-3	-0.1	7	0	1	0	0	-2	11
CCC(CO)(CO)N(CC(=O)Nc1ccc(OC)cc1)CC(=O)Nc1ccc(OC)cc1	-3	1.2	-5	-11	4	2	-3	-1	14
O=C(CSC1=NCCN1)NC1CCCCCC1	-3	0.3	0	8	9	19	4	-4	11
COC(=O)COc1cccc(NC(=O)C(c2ccccc2)c2ccccc2)c1	-2	-0.3	0	6	19	6	1	-7	18
Cc1cc(C)n(S(=O)(=O)c2ccc(C)c(C)c2)n1	-3	-0.6	7	10	15	13	2	0	-3
CN(C(=O)c1ccc(F)cc1)c1ccccc1C(=O)NCc1ccccc1	-1	1.5	9	11	-1	6	6	2	9
CCOc1ccccc1NC=C1C(=O)OC2(CCCCC2)OC1=O	0	0.0	11	20	34	2	2	2	12
CN(C)C(=O)c1ccc(NC(=O)COc2cccc(Oc3ccccc3)c2)cc1	-1	0.1	-10	11	0	-8	1	1	13
CCCN(C(=O)COC(=O)COc1c(C)cccc1C)c1c(N)n(Cc2ccccc2)c(=O)[nH]c1=O	-2	-0.4	15	-10	14	5	9	0	7
Cc1cccc(CN2CCN(Cc3cccc4nonc34)CC2CCO)n1 (stereo not given)	-1	1.9	11	-4	11	9	2	0	12
CCOC(=O)c1cccnc1SC(CC)C(=O)NCc1ccco1 (stereo not given)	1	-1.1	21	-14	22	15	3	-2	14
COc1n[nH]c(C(=O)Nc2cc(F)ccc2C)c1[N+](=O)[O-]	-1	1.6	5	8	8	20	-1	-2	28
CC1Cn2c(nnc2-c2ccccc2O)S1 (stereo not given)	-2	-0.2	-7	-3	2	6	-4	0	20
O=C(c1ccncc1)N1CCN(C2CCC(c3ccccc3)CC2)CC1 (stereo not given)	0	-1.1	-51	3	-90	-20	2	2	12
O=C(COC(=O)c1cccs1)Nc1ccc(Cl)cn1	-3	-0.9	13	2	13	21	-1	-2	-23
O=C(CSc1ccc(-c2ccccn2)nn1)NCc1ccc(Cl)cc1	-3	-0.9	-1	-26	-2	-2	1	-1	12
COCCNC(=O)CSc1nc2sc(C)c(C)c2c(=O)n1-c1ccccc1	-2	2.4	-4	26	22	19	-7	2	-8
CN(C)CCNC(=O)COc1cccc(Cl)c1	-2	-2.1	-13	8	-14	-10	5	0	24
O=[N+]([O-])c1cccc(-c2nc(-c3ccncc3)no2)c1	-1	1.5	4	-1	3	25	3	0	17
Cc1ccc(NC(=O)Cn2nc([N+](=O)[O-])c(Br)c2C)cc1C	-2	15	5	15	3	4	-1	-7	2
Nc1c(-c2ccccc2)c(CN2CCOCC2)nn1-c1ccc(F)cc1	-1	1.1	-8	-18	9	-1	-3	1	10
COc1ccccc1N1CCN(S(=O)(=O)c2cc(Br)cnc2N)CC1	-3	0.2	15	5	15	11	-3	1	12
Cc1ccccc1-c1nc(CS(=O)(=O)CC(=O)N2CCc3ccccc3C2)c(C)o1	-3	0.2	-6	7	17	23	-3	-2	26
O=C(c1ccc2c(=O)n(C3CCCC3)c(=S)[nH]c2c1)N1CCN(C2CCCCC2)CC1	-6	1.4	18	6	10	19	-4	-4	11
CCS(=O)(=O)CCSc1nc2c(cc1C#N)CCCC2	0	-0.6	13	4	1	39	1	0	-4
COc1ccc(F)cc1S(=O)(=O)N1CCCN(S(=O)(=O)c2cc(F)ccc2OC)CC1	-1	1.5	4	19	20	11	-4	8	23
CC(=O)Nc1ccc(CN2CCCC(CCC(=O)NCc3ccccc3F)C2)cc1 (stereo not given)	1	-4.1	-6	5	3	-2	-3	-1	16
CC(=O)Nc1c(C(=O)N2CCCCCC2)cnn1-c1ccccc1	-2	-0.5	-15	-13	-9	-12	2	0	20
COC(=O)[C@@H](NC(=O)NCc1cccs1)C(C)C	-1	-0.8	-19	10	22	8	-6	1	-1
CC(C)c1ccc(C(C(=O)NC2CCCCC2)N(C(=O)c2csnn2)C2CC2)cc1 (stereo not given)	0	-1.0	23	10	12	18	-1	1	8
COc1ccc(CN2CCCC(C(=O)c3ccc(SC)cc3)C2)cc1Cn1cccn1 (stereo not given)	-3	7.8	-6	-9	25	6	0	-1	14
Cc1c(C(=O)O)sc2nc3n(c(=O)c12)CCC3	-1	1.1	4	1	15	-5	-4	0	21
COc1ccccc1OCc1ccc(C(=O)N2CCN(C)CC2)o1	7.7*	14	6	7	-7	7	1	-3	-7
CCN(Cc1ccccc1)C1CCN(Cc2ccc(SC)cc2)CC1	-4	4.3	-38	1	-39	-26	-1	-3	26
CCCN(CCc1ccccc1)C1CCc2c(O)cccc2C1 (stereo not given)	-4	25	5	11	2	-23	-5	-1	22
NC(=O)COC(=O)c1ccc2c(c1)C(=O)N(Cc1ccco1)C2=O	-3	1.0	-27	-4	6	2	-1	-5	-4
CC(C)COP(=O)(OCC(C)C)C(Nc1ccccc1)c1ccc(F)cc1 (stereo not given)	-3	1.3	25	7	46	15	-2	2	4
O=C(c1ccc(CNc2c(N3CCCC3)c(=O)c2=O)cc1)N1CCc2ccccc2C1	-3	0.4	2	29	-6	0	-1	-1	2
CCCCn1c(N)c(N2CCOCC2)c(=O)n(CC(=O)NCCc2ccccc2)c1=O	-3	3.1	10	-22	4	9	1	0	9
COc1ccc(Oc2ccccc2/C=C/C(=O)O)cc1	-2	0.5	-23	1	17	1	-2	-3	0
C[C@H](CO)N1C[C@H](C)[C@@H](CN(C)S(C)(=O)=O)Oc2ccc(NC(=O)Nc3ccc(C(F)(F)F)cc3)cc2C1=O	1	-1.1	0	8	-4	-6	3	2	13
COc1ccc(C(=O)OCC(=O)Nc2nc3c(F)c(F)c(F)cc3s2)cc1OC	0	0.5	-25	-4	-21	18	-2	1	1
O=C(COc1ccccc1[N+](=O)[O-])Nc1cccc(C(=O)Nc2ccccc2C(=O)O)c1	1	-0.7	16	14	7	-4	-2	4	5
Cc1ccc(NC(=S)NC(=O)/C=C/c2ccc(Cl)cc2)cc1	-6	0.8	-1	-34	-13	9	3	6	15
CC(=O)c1sc(NC(=O)CCCOc2ccc(Cl)cc2)nc1C	-1	-1.0	-30	2	-23	-34	-2	-5	2
COc1cc(O)oc1C=Nc1ccc(C(=O)O)cc1	-2	2.8	3	-2	8	4	-2	-1	-11
NC(=O)CC(NC(=O)Cc1cccc2ccccc12)c1ccc(NCc2ccccn2)c([N+](=O)[O-])c1 (stereo not given)	-3	0.2	13	36	21	13	-6	-2	13
Cc1nc(CC(=O)NNS(=O)(=O)c2ccc(F)c(Cl)c2)cs1	-2	0.8	-2	3	4	2	-5	-3	2
CC1Oc2ccccc2N(Cc2ccccc2F)C1=O (stereo not given)	1	.	6	-2	5	17	-3	.	-74
Cc1ccc(NC(=O)c2sc(N)nc2-c2ccc([N+](=O)[O-])cc2)c(C)c1	1	0.4	5	5	-12	15	-7	0	5
COC(=O)c1cc(C(=O)Nc2nnc(C3CC3)s2)cc([N+](=O)[O-])c1	0	4.3	-8	-38	6	22	0	-7	-2

An excerpt from above in order of the MPTP inh value, largest number first:
SMILES | MPTP inh | TIM10 inh | APJ antagonist | NR3A LBD binder | NALP3 yeast inh
CCCCn1c(N)c(N2CCOCC2)c(=O)n(CC(=O)NCCc2ccccc2)c1=O | 3.1 | 10 | -22 | 0 | 9
Cc1nc(CC(=O)NNS(=O)(=O)c2ccc(F)c(Cl)c2)cs1 | 0.8 | -2 | 3 | -3 | 2
COc1ccc(Oc2ccccc2/C=C/C(=O)O)cc1 | 0.5 | -23 | 1 | -3 | 0

The list continues.
SMILES	MIN6 prolif	MPTP inh	TIM10 inh	APJ antagonist	tim23-1 inh	tim10-1 inh	APJ agonist	NR3A LBD binder	NALP3 yeast inh
Cc1ccc2[nH]c(=O)c(CN(CC3COCCO3)C(=O)Nc3ccccc3C)cc2c1 (stereo not given)	-3	0.3	8	14	0	6	-3	-2	28
COc1ccc(NC(=O)Nc2ccc(OCC(=O)N3CCOCC3)cc2)cc1OC	-1	-1.0	15	10	7	16	-1	11*	-1
O=C(NC1(C(F)(F)F)N=C(c2ccccc2)NC1=O)c1ccccc1 (stereo not given)	0	-1.6	-10	6	7	7	2	0	19
Cn1ncc2c(N3CCC(Cc4ccccc4)CC3)ncnc21	-4	13	2	1	17	17	-1	-4	10
CCOC(=O)CC(=O)CSc1nc(N)c(C#N)c(-c2ccc(F)cc2)c1C#N	6	-0.2	31	15	14	23	-3	-4	-10
COc1ccccc1OCCNC(=O)C(c1ccccc1)c1ccccc1	-4	3.3	-11	17	18	18	0	1	4
Cn1c(NC(=O)c2ccc(F)cc2)nc2ccccc21	-3	-0.4	6	-5	20	12	5	3	11
Cc1[nH]c2ccccc2c1C(=O)CSC(=S)N(C)C	0	1.4	3	-16	30	32	1	16*	21
O=C1CSC(=Nc2ccc(O)cc2)N1c1ccc(O)cc1	4	-1.4	-5	23	-11	0	-3	-1	17
Cc1ccc(-n2ncc3c(NNC(=O)c4ccco4)ncnc32)c(C)c1	2	-0.6	-13	14	-5	10	0	-3	-1
CC(=O)c1nc(N2C(=O)CC(Cc3cccc(C)c3)C2=O)sc1C (stereo not given)	-1	-0.2	-20	10	7	-2	-3	-8	9
CC1(C)OC(=O)N(c2ccccn2)C1(C)O (stereo not given)	0	-0.3	-4	-10	1	5	-2	1	7
Cc1cccc(NC(=O)c2sc(NC(=O)c3ccco3)c(C#N)c2C)c1C	-2	4.6	-15	10	10	-2	1	2	4
Cc1ccc(OCCCn2ccnc2)c([N+](=O)[O-])c1	0	0.5	7	7	1	-14	-4	2	0
CC(=O)Nc1cc(NC(C)=O)cc(C(=O)OC(C)C(=O)Nc2ccc(S(=O)(=O)N3CCCC3)cc2)c1 (stereo not given)	2	-1.6	-3	3	16	10	5	1	20
CN(C)S(=O)(=O)c1ccc(NC(=O)CN2CCOCC2)cc1	-1	1.2	-7	-7	0	6	-6	0	3
C/C(CC(=O)Nc1cccc(Cl)c1Cl)=N\NC(=O)C(=O)NC1CCCCC1	-2	0.0	21	6	29	13	2	-1	0
